Screens deposited in PubChem by National Center for Advancing Translational Sciences (NCATS).
ELG1 genotoxic – qHTS screen for small molecules that induce genotoxicity in human embryonic kidney (HEK293T) cells expressing luciferase-tagged ELG1; HEK293T ELG1-luciferase reporter, luminescence, 16 h; Potency, µM (series often up to 46 µM), inactives show at the top dose activity change, positive = activation, actives largely listed as activators; actives 1.3% (n = 330,000); also: potency is read from the fitted curve at half-maximal effect; % of control where 0% means no effect; nearly all actives have a fitted effect of over 60% in size
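16 hr compound incubation (37 °C, 5% CO2) of HEK293T cells carrying luciferase-tagged ELG1; luciferase then measured by ONE-Glo luminescence after 30 min at RT.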
FLuc modulator – qHTS profiling assay for firefly luciferase inhibitor/activator using purifed enzyme and Km concentrations of substrates (counterscreen for miR-21 project); Luciferin 4-monooxygenase (Photinus pyralis), P08659; purified FLuc, Km substrates, luminescence inhibition; Potency, µM (doses to about 57.5 µM), for inactives: at the highest dose activity change, negative = inhibition, hits mostly inhibitors; actives 6.9% (n = 360,000); AID 588342, 2011;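 also: potency is read from the fitted curve at half-maximal effect; plate controls were vehicle for no effect and reference inhibitor for full effect; nearly all actives have a fitted effect of over 55% in size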
Target sequence (P08659 whole entry, looked up): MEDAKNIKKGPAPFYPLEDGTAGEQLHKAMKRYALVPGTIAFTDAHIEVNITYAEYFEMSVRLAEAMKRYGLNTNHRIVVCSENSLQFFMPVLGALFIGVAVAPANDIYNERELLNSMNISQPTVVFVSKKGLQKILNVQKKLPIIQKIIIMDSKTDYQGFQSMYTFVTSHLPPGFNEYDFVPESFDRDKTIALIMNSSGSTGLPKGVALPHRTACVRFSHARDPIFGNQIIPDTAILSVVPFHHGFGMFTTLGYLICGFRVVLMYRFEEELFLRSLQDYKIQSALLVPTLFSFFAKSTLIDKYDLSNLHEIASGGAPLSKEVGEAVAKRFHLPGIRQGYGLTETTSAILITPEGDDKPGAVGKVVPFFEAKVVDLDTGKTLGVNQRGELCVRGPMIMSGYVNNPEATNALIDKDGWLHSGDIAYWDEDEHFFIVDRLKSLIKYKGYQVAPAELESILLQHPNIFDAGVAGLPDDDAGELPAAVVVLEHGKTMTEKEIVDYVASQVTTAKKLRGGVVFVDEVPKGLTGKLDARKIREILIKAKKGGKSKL
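Biochemical qHTS of compounds, final roughly 60 µM downward over six points, against 10 nM purified firefly luciferase using Km concentrations of substrates (10 uM D-luciferin, 10 uM ATP) in Tris acetate pH 7.5 buffer; luminescence output.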
Rab9 prom act – qHTS Assay for Rab9 Promoter Activators | Huh7 Rab9 promoter-luciferase reporter, luminescence, 24 h | Potency, µM (highest dose often 9.22 µM), without a hit: at the top dose activation, negative = inhibition, hits mostly activators | actives 2.8% (n = 320,000) | AID 485297, 2010; also: potency is read from the fitted curve at half-maximal effect; % of control where 0% means no effect; nearly all actives have a fitted effect of over 60% in size
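Steps: seed 1500 Huh7 Rab9-luc cells per well, rest 2 h at 37 °C; add compound in DMSO; incubate 24 h; add luciferase reagent, 10 min ambient; read luminescence.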
Menin MLL FP TR – qHTS Assay for Inhibitors Targeting the Menin-MLL Interaction in MLL Related Leukemias: Competition With Texas Red Labeled MLL-derived Mutant Peptide; O00255; Menin + Texas Red MLL mutant peptide, fluorescence polarization; Potency, µM (doses to about 61.6 µM), inactives show at the top dose FP activity change, negative = inhibition, actives largely listed as inhibitors; actives 0.23% (n = 270,000); active = well fitted inhibition curve with a large enough effect in the polarisation, with a control signal flat, not every such curve was filed as active; inconclusive = small, poorly fitted or top-dose-only effect, or effect the other way, or a change in a side signal; inactive = no such curve, though single readings can be large or run the other way; the % refers to the polarisation; also: potency is read from the fitted curve at half-maximal effect; % of control where 0% means no effect; many of its hits are not listed in these tables
PKM2 activator – qHTS Assay for Activators of Human Muscle isoform 2 Pyruvate Kinase; Pyruvate kinase PKM (Homo sapiens), P14618; purified PKM2, Kinase-Glo ATP luminescence, activation; response scale: 0% is enzyme alone, no compound; Potency, µM (titrated, usually from 57.5 µM), inactives show at the top dose activation, usual class: activators; actives 0.34% (n = 260,000); AID 1631, 2009; also: potency is read from the fitted curve at half-maximal effect; % is scaled to controls: 0 for no effect and ±100 for the full control effect; nearly all actives have a fitted effect of over 55% in size
Target sequence (P14618 whole entry, looked up, canonical isoform): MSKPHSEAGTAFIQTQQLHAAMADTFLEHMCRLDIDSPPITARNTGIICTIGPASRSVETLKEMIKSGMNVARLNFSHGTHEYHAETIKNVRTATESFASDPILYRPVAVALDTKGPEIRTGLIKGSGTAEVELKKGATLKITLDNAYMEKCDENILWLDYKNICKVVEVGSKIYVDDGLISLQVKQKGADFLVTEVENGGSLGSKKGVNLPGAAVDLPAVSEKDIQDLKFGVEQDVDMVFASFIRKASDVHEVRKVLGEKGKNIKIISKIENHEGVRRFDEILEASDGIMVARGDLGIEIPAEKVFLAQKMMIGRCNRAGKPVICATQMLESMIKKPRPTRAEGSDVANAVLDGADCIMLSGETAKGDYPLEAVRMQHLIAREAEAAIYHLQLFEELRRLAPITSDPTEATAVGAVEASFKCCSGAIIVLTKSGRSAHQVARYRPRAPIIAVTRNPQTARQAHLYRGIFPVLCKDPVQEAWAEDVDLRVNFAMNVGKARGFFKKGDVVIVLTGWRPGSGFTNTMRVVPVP
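Kinase-Glo luminescence reports ATP generated from ADP (0.1 mM) and PEP (0.5 mM) by purified hPK-M2 after 1 h at room temperature, pH 7.2 imidazole buffer; intermediate enzyme activity allows detecting inhibitors and activators.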
NPC1 prom act – qHTS Assay for NPC1 Promoter Activators; Huh7 NPC1 promoter luciferase reporter, 24 h; Potency, µM (series often up to 9.22 µM), inactives show at the top dose activation, most hits filed as activators; actives 2.4% (n = 320,000);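 also: potency is read from the fitted curve at half-maximal effect; % of control where 0% means no effect; nearly all actives have a fitted effect of over 60% in size; reporter is driven by a mutant NPC1 promoter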
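NPC1 promoter–luciferase Huh7 cells; 24 h compound; luminescence.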
VP16 counter – VP16 counterscreen qHTS for inhibitors of ROR gamma transcriptional activity. Drosophila S2 Gal4-VP16 UAS-luciferase, luminescence, 20 h. Potency, µM (doses to about 53.6 µM), for inactives: top-dose activity, negative = inhibition, usual class: inhibitors. actives 3.5% (n = 310,000). AID 2546, 2010;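 also: Gal4-VP16 expression switched on by copper sulfate through the metallothionein promoter; potency is read from the fitted curve at half-maximal effect; % is scaled to controls: 0 for no effect and ±100 for the full control effect; nearly all actives have a fitted effect of over 50% in size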
RORgamma inh – qHTS for inhibitors of ROR gamma transcriptional activity | Nuclear receptor ROR-gamma (Mus musculus), P51450 | Drosophila S2 Gal4-RORgamma UAS-luciferase reporter, 20 h | Potency, µM (doses to about 53.6 µM), without a hit: at the highest dose activity change, negative = inhibition, actives largely listed as inhibitors | actives 5.4% (n = 310,000) | AID 2551, 2010; also: potency is read from the fitted curve at half-maximal effect; % is scaled to controls: 0 for no effect and ±100 for the full control effect; nearly all actives have a fitted effect of over 60% in size
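A Gal4/UAS one-hybrid system in insect cells: metallothionein-promoter Gal4–ROR gamma fusion plus Photinus luciferase reporter. Copper sulfate 700 uM final, 20 hr ambient incubation, luminescent detection after 10 min with reagent.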
p53 reactivation – qHTS assay for re-activators of p53 using a Luc reporter. AID 504706, 2011. H1299 p53-A138V BP100-luciferase reporter, luminescence, 24 h. actives 0.063% (n = 320,000). Potency, µM (series often up to 92.2 µM), inactives show at the highest dose activity change, positive = activation, hits mostly activators; also: potency is read from the fitted curve at half-maximal effect; % of control where 0% means no effect; nearly all actives have a fitted effect of over 45% in size
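H1299 (p53-null), stable ts p53-A138V + BP100-Luc; 1000 cells/well, Opti-MEM/10% FBS; cpd 4 pt, 1:5; 24 h, 37 deg C, 5% CO2; detection reagent 10 min RT; luminescence.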
Giardia kill – Small Molecules that selectively kill Giardia lamblia: qHTS; Giardia lamblia trophozoite viability; activity change, % at 7.66 µM, hits read low; actives 0.15% (n = 340,000); AID 540267, 2011; in the data active = activity change below about -80%; inconclusive = between about -30% and that limit;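 also: parasites exposed to compound for two days anaerobically before the ATP read; % is scaled to controls: 0 for no effect and ±100 for the full control effect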
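Luminescent ATP signal served as the viability read-out, measured 15-30 min after adding ATP detection reagent to trophozoites that had been incubated with compounds for 48 hrs at 37 deg C anaerobically at 100 cells/well.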
BRCA1 expr up – qHTS Assay to Identify Small Molecule Activators of BRCA1 Expression | MCF7-BRCA1-FFLuc reporter, luminescence, 48 h; response scale: scaled: vehicle 0%, 10 µM genistein 100% | Potency, µM (highest dose often 46.1 µM), inactives show at the highest dose activation, actives largely listed as activators | actives 1.1% (n = 380,000) | AID 624202, 2012; also: potency is read from the fitted curve at half-maximal effect; nearly all actives have a fitted effect of over 80% in size; some results filed as inactive show a strong effect at the top dose
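Using MCF7 cells harboring a BRCA1 firefly luciferase reporter, plated 2 h before compound pinning, the screen measured luminescence after 48 h incubation. Responses were normalized to DMSO and 10 microM genistein, then fitted for concentration-effect.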
* marks the source's active call; other numbers are inactive results; ? = inconclusive; nt = no result given; & = joins results of further samples; [ ] = dose if it differs, or a comment. Unless noted, calls follow the shape of the dose curve; as a rule, active = well fitted curve in the direction sought with a large enough effect; inconclusive = small, poorly fitted or top-dose-only effect, or another doubt; inactive = no such curve, though single readings can be large; an effect the other way counts as inactive or inconclusive. This is a subset; count on the stated rates, not on these rows.

SMILES	ELG1 genotoxic	FLuc modulator	Rab9 prom act	Menin MLL FP TR	PKM2 activator	NPC1 prom act	VP16 counter	RORgamma inh	p53 reactivation	Giardia kill	BRCA1 expr up
CC(C)c1ccc(NC(=O)C(c2ccccc2)N2CC(=O)Nc3ccccc32)cc1 (configuration not stated)	-4%	?	-8%	5%	3%	2%	-11%	?	30%	1	-20%
O=C(COc1ccccc1Cl)Nc1nnc(S(=O)(=O)N2CCCCCC2)s1	-4%	1%&1%	3%	-13%	-2%	0%	3%	41%	nt	-18	0%
Nc1cccc(Oc2c(F)c(F)c(Oc3cccc(N)c3)c(F)c2F)c1	1%	-2%	-4%	nt	5%	-3%	-1%	6%	3%	-11	-1%
Cc1cccc(N(C(=O)c2cnc3n(c2=O)CCS3)C2CCCCC2)c1	-4%	0%	0%	-5%	-2%	-1%	-2%	-27%	12%	-13	-1%
Cc1cccc(C2(c3cccc(C)c3)OC(=O)c3ccccc32)c1	0%	2%	4%	25%	-1%	-8%	-2%	6%	0%	-7	-3%
O=C(O)CC(NC(=S)NCc1ccccc1)C(=O)O (configuration not stated)	-3%	7%	-4%	13%	21%	1%	11µM*	16µM*	0%	6	-5%
O=C(CCCN1C(=O)c2cccc3cccc(c23)C1=O)Nc1nccs1	2%	2%	2%	nt	-1%	-3%	1%	2%	-2%	1	17%
CCC(Oc1ccccc1)C(=O)NCc1cccnc1 (configuration not stated)	2%	2%	3%	-9%	0%	-2%	-8%	10%	2%	8	-19%
Cn1c(N)c(C(=O)COC(=O)CC(NC(=O)c2ccccc2Cl)c2ccccc2)c(=O)n(C)c1=O (configuration not stated)	-11%	-2%	-2%	-7%	-9%	0%	-15%	8%	-2%	-16	-31%
CC(=O)Nc1nc(CC(C)C)cc(-c2ccccc2)c1C#N	0%	2%	-5%	nt	-1%	-3%	-3%	1%	-4%	0	-2%
Cc1ccc(C)c(OC(=O)c2ccncc2)c1	-2%	-5%	0%	-2%	-24%	9%	-9%	?	-21%	4	-10%
O=C(NC1CC2CCCC(C1)N2Cc1ccc(F)cc1)c1ccc(F)cc1 (configuration not stated)	1%	2%	0%	-18%	-2%	-2%	5%	3%	?	23	0%
O=C(c1cc2ccccc2oc1=O)N(c1ccccc1)C1C=CS(=O)(=O)C1 (configuration not stated)	2%	0%	2%	-14%	-17%	9%	-1%	?	?	4	-5%
CCCCCCCC(O)CC(CC1CCCCC1)C(=O)NN (configuration not stated)	-1%	6%	-3%	-1%	0%	1%	-16%	-29%	6%	-9	-15%
COc1ccc(CCN=C(N)NS(=O)(=O)c2ccc(C)c(C)c2)cc1	0%	-19%	1%	-9%	2%	-4%	-1%	14%	0%	-21	-6%
C(=N\Nc1nc2ccccc2s1)/c1ccc2c(c1)OCO2	?	0.76µM*	1.3µM*	?	-6%	4µM*	7.1µM*	7.9µM*	100%	-2	-7%
CCNS(=O)(=O)c1ccc(NC(=O)c2cncc(Br)c2)cc1	-7%	-1%	-9%	1%	4%	1%	-12%	24%	-13%	-2	7%
CC1S/C(=N/N=C/c2cccc([N+](=O)[O-])c2)NC1=O (configuration not stated)	-8%	?	-7%	nt	3%	3%	-9%	7%	0%	0	-3%
NC(=O)c1ccc(NC(=O)c2cccc(Oc3ccccc3)c2)cc1	10%	5%	-7%	?	2%	-1%	-9%	-1%	-1%	-8	-12%
CC(C)c1ccc(NC(=S)N2CCN(Cc3ccccc3)CC2)cc1	1%	?	-5%	-3%	-16%	3%	?	7.9µM*	9%	-11	45%

For reference, some entries already given.
SMILES	ELG1 genotoxic	FLuc modulator	Rab9 prom act	Menin MLL FP TR	PKM2 activator	NPC1 prom act	VP16 counter	RORgamma inh	p53 reactivation	Giardia kill	BRCA1 expr up
CC(C)c1ccc(NC(=O)C(c2ccccc2)N2CC(=O)Nc3ccccc32)cc1 (configuration not stated)	-4%	?	-8%	5%	3%	2%	-11%	?	30%	1	-20%
O=C(COc1ccccc1Cl)Nc1nnc(S(=O)(=O)N2CCCCCC2)s1	-4%	1%&1%	3%	-13%	-2%	0%	3%	41%	nt	-18	0%
Nc1cccc(Oc2c(F)c(F)c(Oc3cccc(N)c3)c(F)c2F)c1	1%	-2%	-4%	nt	5%	-3%	-1%	6%	3%	-11	-1%
Cc1cccc(N(C(=O)c2cnc3n(c2=O)CCS3)C2CCCCC2)c1	-4%	0%	0%	-5%	-2%	-1%	-2%	-27%	12%	-13	-1%
Cc1cccc(C2(c3cccc(C)c3)OC(=O)c3ccccc32)c1	0%	2%	4%	25%	-1%	-8%	-2%	6%	0%	-7	-3%
O=C(O)CC(NC(=S)NCc1ccccc1)C(=O)O (configuration not stated)	-3%	7%	-4%	13%	21%	1%	11µM*	16µM*	0%	6	-5%
O=C(CCCN1C(=O)c2cccc3cccc(c23)C1=O)Nc1nccs1	2%	2%	2%	nt	-1%	-3%	1%	2%	-2%	1	17%

Later entries
SMILES	ELG1 genotoxic	FLuc modulator	Rab9 prom act	Menin MLL FP TR	PKM2 activator	NPC1 prom act	VP16 counter	RORgamma inh	p53 reactivation	Giardia kill	BRCA1 expr up
CN(C)c1ccc(NC(N)=S)cc1	0%	4%	-6%	2%	6%	2%	?	-7%	6%	-18	-16%
COc1ccc(C(C(=O)NC(C)(C)C)N(Cc2ccc(C)cc2)C(=O)CCC(=O)Nc2cc(C)on2)cc1 (configuration not stated)	-3%	-13%	-12%	?	4%	0%	-5%	26%	13%	-1	-19%
Cc1ccc(-c2c(C)nn3c(N4CCOCC4)cc(C)nc23)cc1	-2%	-11%	-2%	-13%	nt	0%	4%	-8%	-1%	-17	-6%
O=S(=O)(c1cccc(Br)c1)N1CCN(c2ccnc3cc(Cl)ccc23)CC1	-7%	-2%	6%	nt	1%	-4%	?	39%	-11%	9	-50%
c1ccc(CN2CCC(N3CCC(N4CCCCCC4)CC3)CC2)cc1	-10%	0%	0%	-19%	2%	11%	2%	-19%	?	8	-29%
CCOc1ccc(N2CCc3c(C)nc(SC)nc32)cc1	-9%	1%	-16%	-18%	-1%	-31%[inhibitor]	4%	-30%	-5%	32[activator]	-16%
CCCOc1ccc(C2C(C#N)=C(N)Oc3nc[nH]c(=O)c32)cc1OC (configuration not stated)	-1%	4%	1%	0%	-3%	3%	7%	7%[10 µM]	-3%	-4	0%
Cc1ccnc2c(N3C(=O)C4C5c6ccccc6C(c6ccccc65)C4C3=O)cccc12 (configuration not stated)	-10%	-3%	-18%	-8%	1%	-3%	-8%	?	-22%	3	-61%
CCOC(=O)c1ccc(NC(=O)NC2CCN(CC(=O)NCc3ccc4c(c3)OCO4)CC2)cc1	-4%	0%	2%	9%	-4%	0%	0%	12%	-1%	-13	-1%
CCOC(=O)c1c(NC(=O)CSc2nc3ccc(OC)cc3[nH]2)sc2c1CC(C)(C)NC2(C)C	-6%	-5%	-3%	nt	nt	-1%	nt	nt	2%	-7	-5%
O=C(NCc1ccco1)C1CCN(Cc2ccc(F)cc2)CC1	1%	6%	6%	1%	3%	1%	0%	4%	-1%	9	8%
CN(C)c1cccc(C(=O)NC2CCCc3ccccc32)c1 (configuration not stated)	4%	-3%	0%	-8%	1%	-1%	-12%	?	6%	5	7%
CC1(C)C=C2C(=NN(c3ccccc3)C(N)=C2C#N)CO1	-1%	2%	-1%	?	14%	1%	-26%	?	nt	9	-34%
NC(=O)C1CCN(c2ccnc3cc(Cl)ccc23)CC1	-5%	5%	-2%	-5%	-4%	-1%	1%	4%	6%	-12	5%
COc1ccccc1NC(=O)c1ccc(NC(=O)c2ccc(=O)[nH]c2)cc1	4%	-11%	2%	nt	nt	0%	nt	nt	6%	1	-6%
CCN(CC)S(=O)(=O)c1csc(C(=O)NC2CCCCC2)c1	-1%	-3%	2%	14%	0%	0%	7%	11%	-1%	29	3%
